# TRHR PAM: qHTS for Small Molecule Agonists and Allosteric Enhancers of Human TRH Receptor: Primary Screen for Enhancers; enhancement, % at 2 µM; TRHR cells, fluo-8 calcium fluorescence, EC20 TRH enhancement; Thyrotropin-releasing hormone receptor (Homo sapiens), P34981; actives 0.66% (n = 360,000); in the data active means enhancement above about 30%; further: 0% is about no effect
#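 Enhancer read-out: after compound pinning and an initial kinetic agonist-mode read, an EC20 of TRH (10 nM final) was injected and fluo-8 calcium signal (Ex 480/Em 530) followed at 1 s/cycle for 100 cycles in TRHR-expressing cells.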
# RXFP1 antagonist: qHTS Assay for Antagonists of the Relaxin Receptor RXFP1. HEK293-RXFP1, relaxin-stimulated cAMP HTRF, 30 min; stronger effect = lower value. activity change, negative = inhibition, % at 57.5 µM. actives 0.59% (n = 350,000);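 active means activity change of -60% or lower, but not beyond a set lower limit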; further: on the % scale 0 is the no-effect control and ±100 the full control effect
# Target sequence (Q9HBX9 whole entry, looked up): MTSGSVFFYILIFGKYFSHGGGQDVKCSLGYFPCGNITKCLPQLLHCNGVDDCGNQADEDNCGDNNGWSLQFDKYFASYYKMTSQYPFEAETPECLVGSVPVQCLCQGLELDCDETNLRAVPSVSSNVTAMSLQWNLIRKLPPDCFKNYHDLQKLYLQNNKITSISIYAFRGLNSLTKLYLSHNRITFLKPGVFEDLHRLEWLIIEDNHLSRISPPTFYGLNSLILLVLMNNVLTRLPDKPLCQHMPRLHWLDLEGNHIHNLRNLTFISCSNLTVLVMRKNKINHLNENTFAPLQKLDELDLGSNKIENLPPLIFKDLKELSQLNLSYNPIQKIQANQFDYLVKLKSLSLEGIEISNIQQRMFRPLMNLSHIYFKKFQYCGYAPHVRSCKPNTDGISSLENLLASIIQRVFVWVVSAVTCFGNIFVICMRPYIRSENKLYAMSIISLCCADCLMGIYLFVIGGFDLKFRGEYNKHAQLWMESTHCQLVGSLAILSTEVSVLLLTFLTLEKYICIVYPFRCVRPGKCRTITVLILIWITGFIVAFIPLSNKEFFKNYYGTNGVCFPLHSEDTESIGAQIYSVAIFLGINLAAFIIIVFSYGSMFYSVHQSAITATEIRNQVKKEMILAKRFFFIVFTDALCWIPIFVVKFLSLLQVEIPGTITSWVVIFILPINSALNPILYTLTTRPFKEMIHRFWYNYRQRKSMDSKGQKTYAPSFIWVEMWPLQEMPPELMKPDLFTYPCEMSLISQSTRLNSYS
# D2 antag: HTS Assay for Allosteric Antagonists of the Human D2 Dopamine Receptor: Primary Screen for Antagonists; D(2) dopamine receptor (Homo sapiens), P14416; HEK293 TREx D2 cells, calcium flux, dopamine EC80; inhibition, % at 10 µM; actives 2% (n = 340,000); AID 485344, 2010; in the data active means inhibition above about 30%; further: 0% is about no effect
#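 In this primary screen, negative modulation is detected by tracking calcium flux after an EC80 dopamine challenge in inducible HEK293 T-REx D2 cells preexposed to test compound for 180 s.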
# D1 antagonist: Antagonist of Human D 1 Dopamine Receptor: qHTS; D(1A) dopamine receptor (Homo sapiens), P21728; HEK293 TREx D1 cells, calcium flux, dopamine EC80; stronger effect = lower value; activity change, negative = inhibition, % at 10 µM; actives 3.2% (n = 360,000); in the data active means activity change below about -30%; further: on the % scale 0 is the no-effect control and ±100 the full control effect
#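 Inducible Hek293 Trex D1 cells (tetracycline, overnight, 30 C). Calcium dye 30–90 min RT. Antagonist mode: EC80 dopamine added after 180 s compound read.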
# D1 potentiator: Potentiators of Human D1 Dopamine Receptor: qHTS; potentiation, % at 10 µM; actives 0.036% (n = 360,000); HEK293 TREx D1 cells, calcium flux, dopamine EC20 potentiation; in the data active means potentiation above about 30%; further: 0% is about no effect
# D2 agonist: HTS Assay for Allosteric Agonists of the Human D2 Dopamine Receptor: Primary Screen for Agonists. D(2) dopamine receptor (Homo sapiens), P14416. HEK293 T-REx D2 cells, calcium flux agonist mode. activation, % at 2 µM. actives 0.53% (n = 340,000). AID 485358, 2010;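 active means activation over 3 SD above normal in the single-dose calcium agonist read, cut at about 30% in these data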; further: 0% is about no effect
#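 In this primary screen, compounds producing a positive calcium signal within 180 s of addition to tetracycline-induced, force-coupled HEK293 Trex D2 cells are flagged; cells are dye-loaded with a no-wash calcium kit beforehand.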
# D2 potentiator: HTS Assay for Positive Allosteric Modulators of the Human D2 Dopamine Receptor: Primary Screen for Potentiators | D(2) dopamine receptor (Homo sapiens), P14416 | HEK293 T-REx D2, calcium flux, EC20 dopamine potentiation | potentiation, % at 10 µM | actives 0.34% (n = 340,000) | AID 485347, 2010;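 active means potentiation over 3 SD above the plate norm, cut at about 30% in these data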; further: 0% is about no effect
#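 Using a no-wash calcium dye in inducible, force-coupled HEK293 Trex cells expressing D2, we tracked fluorescence each second for 180 s after compound, then for 180 s after EC20 dopamine to detect augmented signalling.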
# D1 ag: Allosteric Agonists of the Human D1 Dopamine Receptor: qHTS | HEK293 T-REx D1 cells, calcium flux, agonist mode | activation, % at 2 µM | actives 1% (n = 360,000) | AID 504660, 2011; further: 0% is about no effect
#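 Inducible HEK293 T-REx D1 cells, force-coupled to calcium signalling, were plated at 4000 cells/well with tetracycline and held overnight at 30 C. After no-wash calcium dye loading, compound-evoked calcium rise over 180 s flagged agonists.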
# TRHR agonist: qHTS for Small Molecule Agonists and Allosteric Enhancers of Human TRH Receptor: Primary Screen for Agonists; TRHR cells, calcium flux fluo-8, FDSS agonist mode; Thyrotropin-releasing hormone receptor (Homo sapiens), P34981; activation, % at 2 µM; actives 0.18% (n = 360,000); further: 0% is about no effect
#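 Steps: seed TRHR cells overnight; add fluo-8 no-wash Ca dye, RT 30 min–1.5 h; record 10 s baseline; pin-transfer compounds; monitor fluorescence 1 cycle/s for the agonist window. Calcium increases flag candidate agonists.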
# An asterisk follows results filed as active; x = no result given; & = joins results of further samples. Unless noted, no stated cut-off is given here; in the data, active means activation above about 30%; inactive means the rest. Outcome played no part in choosing rows; 7.1% or so of the library scored in one or more.
SMILES,TRHR PAM,RXFP1 antagonist,D2 antag,D1 antagonist,D1 potentiator,D2 agonist,D2 potentiator,D1 ag,TRHR agonist
Cc1ccc(NC(=O)CS(=O)CC(=O)N(C2CCCC2)C(C)C(=O)NC2CCCCC2)cc1 (configuration not stated),2.9,38.4,2.3,45.6,2.1,-0.1,48.7*,1.6,-0.5
CC(=O)Oc1ccc(-c2nc3cc(Cl)ccc3c(=O)o2)cc1,-1.7,-36.7,0.9,-4.4,-1.4,0.6,-2.4,1.2,0.2
COc1cc(/C=C/C(=O)O)cc2c1OCCO2,-3.4,4.3,-20.7,-1.9,-4.8,-1.0,6.3,0.1,1.3
O=C(O)c1ccc(NC(=O)c2cccc(C(=O)Nc3ccc(C(=O)O)cc3)c2)cc1,2.2,4.4,7.4,1.5,-0.2,0.0,2.5,1.8,1.4
C/C(N)=C(/C#N)C(=O)CSc1nc2ccccc2c(=O)n1Cc1ccc(C)cc1,-4.9,-1.7,2.9,2.5,-2.5,-0.2,x,2.7,-0.1
CC(C(=O)Nc1ccccc1)N1CCN(C(=O)c2ccco2)CC1 (configuration not stated),-3.8,7.9,17.1,-0.3,-10.2,-0.4,-1.3,1.1,0.3
Cc1nc2c(c3c1[nH]c1ccccc13)C(=O)CC(C)(C)C2,-3.2,-9.9,-13.0,12.5,-1.9,1.8,-9.6,-0.3,4.2
COc1cccc(OC)c1C(=O)Nc1nnc(C)s1,2.4,2.5,x,12.9,2.2,-0.1,0.9,1.8,0.1
CN1CCC(N(C)C(=S)NC(=O)c2cc(-c3cccc(Br)c3)nc3ccccc23)CC1,0.3,-13.8,1.9,x,0.3,1.5,-6.2,1.9,1.3
O=C(Nc1cccc(F)c1)C1CCN(C(=O)c2ccco2)CC1,6.2,-4.8,3.4,0.4,0.0,-0.7,-2.1,3.3,0.5
Cc1sc(NC(=O)CSc2ncn(-c3ccccc3)n2)nc1-c1ccccc1,1.6,-11.3,-11.6,7.4,-1.9,-0.8,-1.7,0.7,0.9
CC1Cc2cc(S(=O)(=O)CCC(=O)N3CCN(c4ccccc4)CC3)ccc2N1C(=O)C1CC1 (configuration not stated),-1.9,-13.9,x,-31.3*,-10.6,x,-2.6,7.4,-0.1
CCNC(=S)NC1CC2CCC(C1)N2Cc1ccccc1 (configuration not stated),4.1,4.4,57.0*,4.3,-2.9,0.8,-21.1,3.1,0.3
COc1ccc(C[C@H]2CN3C(=NC[C@@H]3Cc3ccc(O)cc3)N2CCNC(=O)c2ccc(C)c(Br)c2)cc1,3.6,x,17.9,2.7,-5.0,-0.1,-17.5,-3.5,0.0
CC(=O)N1CCc2cc(N=NC3=C(O)CC(C)(C)CC3=O)ccc21,10.6,0.3,-11.6,3.7,4.7,0.8,0.4,1.6,1.3
CNC(=O)/C(=N\O)c1ccccc1,7.3,x,11.4,14.9,13.0,0.1,6.9,2.7,0.4
O=C(COc1ccc(Cl)cc1Cl)Nc1ccc(-c2ccc(N3CCOCC3)nn2)cc1,2.3,1.7,6.6,-13.6,-8.2,0.6,-11.4,1.8,-0.2
Oc1c(C(c2ccccc2)N2CCCCC2)sc2ncnn12 (configuration not stated),5.4,-1.1,2.6,0.3,-1.1,0.3,7.4,0.5,-0.4
N#Cc1cccc(NC(=O)Cc2ccsc2)c1,2.9,6.3,x,-3.8,-3.7,x,x,7.4,-1.4
C[C@@H]1CC=C[C@H]2[C@H]1C(=O)N(Cc1ccccc1)[C@H]2c1ccc(-c2ccc(N(C)C)cc2)cc1F,0.6,x,14.8,-3.3,-2.2,0.6,-8.9,3.9,0.2
COc1cc([N+](=O)[O-])ccc1NC(=O)Nc1cccnc1,-0.3,1.2,-19.0,-19.1,-8.3,0.4,-9.6,6.4,-0.8
CCNC(=S)NNC(=O)c1csc(C)c1,0.3,-0.1,0.4,4.5,-2.5,-0.6,10.3,3.2,-1.1
O=C(CN1C(=O)c2ccccc2C1=O)OCC(=O)N1CCc2ccccc2C1,9.4,-21.1,-16.2,21.1,0.8,-0.3,7.4,-0.1,-0.2
CC(C)(C)NC(=O)NC(=O)CSc1nnc(-c2ccccc2F)n1N,-1.6,-0.7,2.8,x,-2.5,-0.3,4.9,0.5,0.1
COc1ccc(OC)c(C2=NOC(C(=O)NCc3ccccn3)C2)c1 (configuration not stated),-4.8,0.3,-4.9,-5.3,4.2,0.2,2.5,0.1,-0.2
O=c1[nH]cc(N(CCO)CCO)c(=O)[nH]1,2.4,-7.0,x,5.0,0.0,x,x,1.0,0.0
Cc1ccc(NC(=O)Cn2c(CCC(=O)O)ccc2-c2cccs2)cc1Cl,23.6&9.0,-17.2&-37.2,-0.1,-68.9*,-14.7&4.8,-0.1&-0.3,3.3&3.3,2.4&-0.1,-0.1&-0.1
O=S(=O)(c1ccccc1)N1CCN=C1SCc1ccccc1Cl,6.1,-5.1,2.1,-0.3,-4.9,0.3,-0.2,17.4,-0.5
COc1c(Cl)cc(-c2noc(C)c2C(=O)NCc2ccccc2)cc1Cl,-0.6,x,8.9,-7.2,x,-0.1,1.0,8.6,0.7
COCCCn1cnc2c(c1=O)c1nc3ccccc3nc1n2CCc1ccccc1,2.5,-11.3,-9.3,-3.7,0.6,-1.0,-1.3,-1.3,-0.8
CCOc1ccc(Nc2nc3cc(S(=O)(=O)N(CC)CC)ccc3o2)cc1,-3.7,-7.3,14.3,-11.1,-5.5,-2.2,-8.6,2.6,0.5
O=C(Nn1cnc2ccccc2c1=O)c1ccc([N+](=O)[O-])cc1,0.2,-16.4,-7.5,15.3,1.1,0.2,6.7,3.1,0.0
Nc1ccc(C(=O)OCC(=O)NC2CCS(=O)(=O)C2)cc1[N+](=O)[O-] (configuration not stated),-5.0,0.4,20.3,1.2,3.7,0.5,6.0,1.7,0.6
O=C(Nc1cccc(S(=O)(=O)N2CCCC2)c1)c1ccc2c(=O)n3c(nc2c1)CCCCC3,-2.9,-20.3,22.6,-7.4,0.2,0.4,2.2,0.7,-0.1
CN1CCc2c(sc3c2c(=O)n(-c2ccc(Cl)cc2)c2nncn32)C1,-0.6,-2.6,4.4,-59.8*,-6.8,0.2,-4.7,0.4,0.5
Cc1ccc(-c2csc3ncnc(SCC(=O)Nc4nnc(C)s4)c23)cc1,-2.7,-9.0,3.0,-6.2,-4.7,-0.4,-2.3,5.1,-0.6
CC(C)(C)c1ccc(Nc2nc(C#N)nc(NC3CCCC3)n2)cc1,5.4,x,x,-1.5,4.4,x,x,6.0,1.0
CC(C)[C@H](NC(=O)[C@H]1N2C(=O)c3ccccc3C2SC1(C)C)C(=O)NCc1ccco1 (some centres not stated),-5.8,2.0,9.0,-14.1,3.6,-0.1,-8.8,3.2,-0.6
Cc1ccc(NC(=O)Cn2cccc2)cc1Cl,-0.2,-12.8,-12.9,8.0,-4.0,-1.6,5.0,0.8,-0.1
Nc1[nH]nc2nc3ccccc3cc12,69.1*,-25.9,-17.4,11.4,0.2,-0.1,11.3,-0.4,-0.2

# One compound at a time (already shown).
# Listed for `COc1ccc(OC)c(C2=NOC(C(=O)NCc3ccccn3)C2)c1` (configuration not stated) = TRHR PAM = -4.8; RXFP1 antagonist = 0.3; D2 antag = -4.9; D1 antagonist = -5.3; D1 potentiator = 4.2; D2 agonist = 0.2; D2 potentiator = 2.5; D1 ag = 0.1; TRHR agonist = -0.2
# Listed for `COc1cc([N+](=O)[O-])ccc1NC(=O)Nc1cccnc1` = TRHR PAM = -0.3; RXFP1 antagonist = 1.2; D2 antag = -19.0; D1 antagonist = -19.1; D1 potentiator = -8.3; D2 agonist = 0.4; D2 potentiator = -9.6; D1 ag = 6.4; TRHR agonist = -0.8

# For reference, 2 of the compounds above:
SMILES,TRHR PAM,RXFP1 antagonist,D2 antag,D1 antagonist,D1 potentiator,D2 agonist,D2 potentiator,D1 ag,TRHR agonist
Cc1ccc(NC(=O)CS(=O)CC(=O)N(C2CCCC2)C(C)C(=O)NC2CCCCC2)cc1 (configuration not stated),2.9,38.4,2.3,45.6,2.1,-0.1,48.7*,1.6,-0.5
CC(=O)Oc1ccc(-c2nc3cc(Cl)ccc3c(=O)o2)cc1,-1.7,-36.7,0.9,-4.4,-1.4,0.6,-2.4,1.2,0.2

# Continuation:
SMILES,TRHR PAM,RXFP1 antagonist,D2 antag,D1 antagonist,D1 potentiator,D2 agonist,D2 potentiator,D1 ag,TRHR agonist
O=C(NCc1ccccc1Cl)C1CCCN1C(=O)Nc1ccccc1 (configuration not stated),-6.8,7.5,6.8,9.5,-1.0,-0.3,7.7,2.8,0.0
C#CCSc1nnc(-c2ccc([N+](=O)[O-])cc2)o1,-3.2,16.9,-2.1,-23.1,-0.6,0.1,4.8,0.9,-0.8
CC(=O)Nc1ccc(/C(C)=N/Nc2nc(Nc3cccc4ccccc34)nc(N3CCOCC3)n2)cc1,5.2,12.1,-11.7,-22.6,-3.8,-2.5,1.6,2.9,0.6
CC(=O)c1cccc(NS(=O)(=O)N2CCOCC2)c1,6.0,4.8,-3.1,5.6,-5.6,0.9,6.2,0.7,0.8
CCNc1nc(NCC)nc(-n2nc(C)cc2C)n1,-8.4,0.4,10.1,1.6,0.8,1.5,-11.7,-0.6,-0.4
CCn1c(SCC(=O)N2CCCCCC2)nc2ccccc2c1=O,-3.2,-3.2,2.0,1.2,-0.4,-3.0,-3.2,0.2,-0.7
O=C1C(Cc2ccc(O)cc2)NC(=S)N1c1ccccc1 (configuration not stated),-3.7,-11.6,8.8,1.2,-4.2,-0.8,22.0,6.3,1.4
Cn1c(=O)c2[nH]c(N3CCCCC3)nc2n(C)c1=O,2.8,-1.0,-6.6,1.7,-6.2,-0.4,3.7,4.3,0.9
Cc1ccccc1CS(=O)(=O)Cc1ccc(C(=O)NCc2ccccn2)o1,-0.9,-13.9,-7.9,-5.0,-1.7,0.6,10.0,0.2,-0.8
O=C(OCCOc1ccccc1F)c1cccc(S(=O)(=O)N2CCOCC2)c1,-2.8,-3.7,26.7,1.6,-7.0,-0.2,-5.7,-0.5,0.2
NCc1cccc(CNc2ccc([N+](=O)[O-])cc2C(N)=O)c1,2.8,x,4.7,-3.2,-4.6,0.6,-23.7,2.6,-0.1
CCNC(=O)CSc1nc2ccccc2c(=O)n1CCCOC(C)C,-2.1,0.1,-21.3,-15.7,1.6,-0.9,-7.6,1.9,0.2

# Results in TRHR agonist, for some of the entries so far:
mol,TRHR agonist
N#Cc1cccc(NC(=O)Cc2ccsc2)c1,-1.4
Cc1sc(NC(=O)CSc2ncn(-c3ccccc3)n2)nc1-c1ccccc1,0.9
CNC(=O)/C(=N\O)c1ccccc1,0.4
CC(C)(C)NC(=O)NC(=O)CSc1nnc(-c2ccccc2F)n1N,0.1
O=c1[nH]cc(N(CCO)CCO)c(=O)[nH]1,0.0

# Compound activity: PubChem BioAssay, National Center for Advancing Translational Sciences (NCATS)
